# TDP1 inh – TDP1 (human) enzyme inhibition. recombinant TDP1, AlphaScreen DNA substrate cleavage. Potency, µM (series often up to 130 µM), without a hit: at the top dose activity change, negative = inhibition, most hits filed as inhibitors. 0.28% of 350,000 active. AID 485290; also: nearly all actives have a fitted effect of over 40% in size
# Target sequence (Q9NUW8 whole entry, looked up): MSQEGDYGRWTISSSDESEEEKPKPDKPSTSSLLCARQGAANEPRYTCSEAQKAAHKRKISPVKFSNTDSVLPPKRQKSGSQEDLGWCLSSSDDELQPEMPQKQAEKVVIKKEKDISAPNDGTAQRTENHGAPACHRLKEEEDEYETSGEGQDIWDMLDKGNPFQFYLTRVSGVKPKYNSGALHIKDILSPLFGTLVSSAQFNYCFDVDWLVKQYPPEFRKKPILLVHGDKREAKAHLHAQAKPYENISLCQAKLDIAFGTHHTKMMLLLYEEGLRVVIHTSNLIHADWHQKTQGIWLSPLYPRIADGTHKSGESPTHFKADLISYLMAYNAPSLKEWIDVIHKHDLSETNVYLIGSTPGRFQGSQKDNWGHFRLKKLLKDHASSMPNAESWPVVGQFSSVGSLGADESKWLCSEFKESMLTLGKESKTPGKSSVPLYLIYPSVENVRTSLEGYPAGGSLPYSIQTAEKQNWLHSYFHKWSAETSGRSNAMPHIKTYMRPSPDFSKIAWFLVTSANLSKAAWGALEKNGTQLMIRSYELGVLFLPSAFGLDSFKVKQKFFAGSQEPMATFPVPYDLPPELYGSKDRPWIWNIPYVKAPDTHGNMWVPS
#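 Signal: AlphaScreen proximity between streptavidin donor and anti-FITC acceptor beads on intact substrate. Reaction: Tdp1 1 nM, substrate 15 nM final, 5 min RT after 15 min compound preincubation.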
# N370S GC – inhibitors or activators of N370S glucocerebrosidase for Gaucher disease; 0.092% of 330,000 active; P04062; N370S GC spleen homogenate, 4MU-glucoside fluorescence; AID 2101; Potency, µM (highest dose often 59.4 µM), inactives show at the highest dose activity change, negative = inhibition, hits mostly inhibitors;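 also: 0% = full enzyme activity and -100% = no enzyme basal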
# FEN1 inh – human FEN1 inhibition. Potency, µM (series often up to 114 µM), inactives show at the highest dose activity change, negative = inhibition, most hits filed as inhibitors. Recombinant FEN1 flap cleavage, fluorescence, 15 min. 0.35% of 390,000 active; also: nearly all actives have a fitted effect of over 65% in size
#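 Steps: FEN1 (10 nM) dispensed; compound added by pin tool; 15 min at room temperature; substrate added to 50 nM final; reads at 0 min and 15 min; data normalized and fitted (four-parameter Hill).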
# An asterisk follows results filed as active; ? = inconclusive; . = not tested or not shown; & = joins results of further samples; [ ] = remark or other dose. Calls follow the shape of the dose curve; as a rule, active = well fitted curve in the direction sought with a large enough effect; inconclusive = small, poorly fitted or top-dose-only effect, or another doubt; inactive = no such curve, though single readings can be large; an effect the other way counts as inactive or inconclusive. Unless noted, % is scaled to controls: 0 for no effect and ±100 for the full control effect; potency is read from the fitted curve at half-maximal effect. Rows are unselected; any-hit rate near 0.57%.
# Results follow in this order: TDP1 inh	N370S GC	FEN1 inh
CCOC(=O)c1[nH]c(=O)[nH]c1CSc1ccccn1
  0%	0%	-16%
CC(=O)C1=NN(c2ccccc2)C(c2ccc3c(c2)OCO3)N1c1ccc(N2CCOCC2)cc1 (stereo not given)
  7%	-4%	-6%
Cc1nc(C(F)(F)F)nc(Nc2ccc(N=Nc3ccccc3)cc2)c1C#N
  0%	-1%	20%
Cc1cccc(N2CCN(C(=O)CCNS(=O)(=O)c3ccc4c(c3)CCC(=O)N4)CC2)c1C
  7%	-18%	-13%
COC(=O)c1cccc(NC(=O)C2CCN(S(=O)(=O)Cc3ccccc3)CC2)c1C
  9%	.	1%
CCN(CC)CCOC(=O)c1ccc(NC(=O)/C=C/c2cccs2)cc1
  3%	-8%	13%
CSC1=NCCN1S(=O)(=O)c1ccccc1
  5%	5%	4%
COc1ccc(COCC(O)CN2CCCC(C(F)(F)F)C2)cc1 (stereo not given)
  0%	5%	.
O=C(O)c1ccccc1SCc1cn2ccccc2n1
  2%	7%	1%
Cc1cc(C=O)c(C)n1-c1cccc(C(=O)O)c1
  5µM*	0%	2%
Cc1c(Cc2ccccc2)c(=O)oc2c(C)c(OCC(=O)N3CCC(C(=O)O)CC3)ccc12
  .	-14%	18%
COC(=O)c1c(C)oc2ccc(N(C(=O)c3ccncc3)S(=O)(=O)c3ccc4ccccc4c3)cc12
  -1%	5%	-13%
CCOc1ccc(CCNC(=O)COC(=O)/C=C/c2ccc(OC)c(OC)c2)cc1OCC
  4%	0%	-13%
COC(=O)c1cc2sccc2n1Cc1nc(-c2ccc(OC)cc2)oc1C
  4%	-6%	6%
O=C(Cc1ccc(Cl)cc1)N1CCN(C(=O)c2ccco2)CC1
  1%	8%	-5%
O=C(CCc1nc2ccccc2c(=O)[nH]1)Nc1cc(Cl)ccc1N1CCCC1
  0%	.	3%
CCN(C(=O)Cc1nc(-c2ccc(OC)cc2)no1)c1cccc(Cl)c1
  -5%	.	-10%
CN(C(=O)CSc1nnc(-c2cccs2)n1C1CC1)C1CCS(=O)(=O)C1 (stereo not given)
  8%	0%	5%
Cc1cc[n+](-c2[nH]c(=O)sc2/C=N/NC([S-])=Nc2ccccc2)cc1C
  -2%	-10%	-11%
S=c1nc(-c2cccc(Br)c2)[nH][nH]1
  -6%	25%	8%
O=C(/C=C/c1ccccc1)CC(O)(c1ccccc1)C(F)(F)F (stereo not given)
  5%	8%	?
CCOC(=O)C(=O)/C(=C\N(C)C)c1onc(-c2c(Cl)cccc2Cl)c1C(=O)OC
  -1%	-9%	7%
O=P(Cc1ccccc1)(c1ccccc1)c1ccccc1
  1%	11%	-1%
Cc1ccc(C(=O)c2oc3ccccc3c2NC(=O)COc2ccccc2C)cc1
  -2%	.	-2%
O=C(NCc1ccc2c(c1)OCO2)c1cnc2n(c1=O)CCS2
  5%	18%	17%
OCc1ccnc(Cl)c1
  3%	-4%	4%
O=c1cc(CSc2nnc(-c3cccnc3)n2-c2ccccc2F)nc2sccn12
  0%	6%	6%
Cc1ccc(S(=O)(=O)c2nc(-c3ccccc3)oc2N2CCC(C(N)=O)CC2)cc1
  6%	-10%	12%
CC(=O)C(C)n1c(CN2CCN(C(=O)c3ccco3)CC2)nc2c1c(=O)n(C)c(=O)n2C (stereo not given)
  1%	5%	-16%
O=C1C2C3C=CC(CC3)C2C(=O)N1c1ccc(Cl)cc1 (stereo not given)
  .	1%	-6%
COc1cc(OC)cc(C(=O)Nc2cccc(-c3cn4ccsc4n3)c2)c1
  9%	.	0%
N#Cc1ccc(C(=O)Nc2cc(S(=O)(=O)N3CCCC3)ccc2OCC(F)(F)F)cc1
  4%	-8%	-3%
COc1ccc(NC(=O)C2CCCO2)cc1Cl (stereo not given)
  -2%	16%	-1%
CCCCNC(=O)c1cc(S(=O)(=O)N2CCCCC2)oc1C
  3%	-5%	-14%
O=C(NCc1ccco1)c1c2c(nc3ccccc13)CCC2
  .	2%	?
CC(=O)N1CCc2cc(S(=O)(=O)NC(CC(C)C)C(=O)N3CCc4ccccc4C3)ccc21 (stereo not given)
  6%	-9%	9%
Cc1c(C(=O)N2CCCCC2)oc2ccc(S(=O)(=O)N3CC(C)CC(C)C3)cc12 (stereo not given)
  1%	-10%	-18%
CCN(C(=O)c1ccccc1)c1ccc([N+](=O)[O-])cc1
  -1%	4%	0%
CCN(CC)C(=O)[C@H]1C[C@H](CC(=O)NCCCn2ccnc2)C(=O)N2CCc3c([nH]c4ccc(Cl)cc34)[C@]12C
  1%[56.1 µM]	.	17%
Cc1ccccc1NC(=O)CN(C)S(=O)(=O)c1ccc(-c2ccc(=O)[nH]n2)s1
  -10%	-12%	3%
COc1cccc(CNC(=O)CCC2CCCN(Cc3ccc4c(c3)CCO4)C2)c1 (stereo not given)
  .	-3%	-5%
CCCCC/C=C\C/C=C\CCCCCCCCCC(=O)O
  4%&4%	-4%&3%	.
COc1ccc(CCNC(=O)CCn2c(=O)oc3ccccc32)cc1OC
  5%	5%	16%
O=C(CNC(=O)c1ccc(Cl)cc1Cl)OCCCn1c(=O)[nH]c2ccccc21
  6%	4%	-4%
Fc1ccc(Nc2nc(-c3cccc(Cl)c3)c3c(n2)-c2ccccc2OC3)cc1
  9%	.	-5%
O=C(Nc1cccc(O)c1)c1ccccc1[N+](=O)[O-]
  3%	-3%	-13%
COc1ccc(-c2c(=O)n(OCc3nc4ccccc4[nH]3)c3ccccc3[n+]2[O-])cc1
  3%	6%	-13%
CO[C@]1(C)C[C@H]2O[C@]1(C)n1c3ccccc3c3c4c(c5c6ccccc6n2c5c31)C(=O)N(C)C4
  5%	2%	.
Cc1oc2ccc(O)c(CN3CCOCC3)c2c1C(C)O (stereo not given)
  1%	-8%	7%
Brc1c(-c2ccc3c(c2)OCO3)nc2ncccn12
  -11%	5%	12%
COc1ccccc1NC(=O)C(=O)NCC(c1cccnc1)N1CCc2ccccc2C1 (stereo not given)
  0%	.	24%
CCCCn1c(=N)n(CC(O)c2ccccc2)c2ccccc21 (stereo not given)
  3%	-18%	-13%
CC1=C(C(=O)Nc2ccc(C)cc2C)C(c2ccc([N+](=O)[O-])cc2)n2ncnc2N1 (stereo not given)
  0%	4%	-4%
O=C1CCc2cc(NS(=O)(=O)c3ccc(Br)cc3)cc3c2N1CC3
  -8%[0.505 µM]	-12%	4%
Cc1cc(NC(=O)CC2Oc3ccccc3NC2=O)ccc1Br (stereo not given)
  .	-18%	8%
Cc1ccc(O)c(NC(=O)c2cc(-c3ccccc3)on2)c1
  .	-10%	1%
CCCC(=O)Nc1nnc(SCC(=O)Nc2ccc3c(c2)OCO3)s1
  5%	6%	-6%
O=C(Nc1ccc(O)cc1)c1cc2ccccc2c(=O)s1
  .	-23%	1%
Cc1ccc2nc(-c3ccc(NC(=O)CN4CCN(C(=O)c5ccco5)CC4)cc3)sc2c1
  -12%	8%	-3%
O=C(Nc1ccc(Cl)c(Cl)c1)C1C2C=CC3(O2)C1C(=O)N(CCN1CCCCC1)C3C(=O)NC1CCCCC1 (stereo not given)
  2%	-8%	3%

# (further entries)
# Results follow in this order: TDP1 inh	N370S GC	FEN1 inh
COC(=O)C1CCN(C(=O)COC(=O)c2cc(S(=O)(=O)N3CCOCC3)ccc2C)CC1
  1%	.	-5%
COc1cc(C(CCN2CCCCC2)c2c(OC)cc(OC)c3c2OC(=O)CC3c2ccc(N(C)C)cc2)cc(OC)c1OC (stereo not given)
  24%	-24%	-2%
Cc1ccc(C2NC(c3ccc4c(c3)OCO4)=CC(c3cc(Br)ccc3O)N2)cc1 (stereo not given)
  4%	.	5%
CC(C)c1nnc(NC(=O)C2CCCN2C(=O)Nc2ccccc2F)s1 (stereo not given)
  -1%	8%	-12%
CCOc1cc(NC(=O)c2cccs2)c(OCC)cc1NC(=O)c1ccco1
  1%	7%	0%
O=C1c2ccccc2S(=O)(=O)N1Cc1nnc(-c2ccccc2Br)o1
  -2%	7%	-3%
c1ccc2c(c1)CCCn1nnnc1-2
  6%	0%	-4%
O=C(Nc1cccc(F)c1)c1ccc2c(c1)N(Cc1ccccc1)C(=O)c1ccccc1S2(=O)=O
  6%	.	5%
O=C(COC(=O)/C=C/c1ccccc1)NCCc1ccc(F)cc1
  0%	.	15%
COc1ccccc1Cc1nc2ccccc2nc1SCC(=O)Nc1ccc2c(c1)OCO2
  0%	.	-15%
Cc1nnsc1S(=O)c1ccccc1Cl (stereo not given)
  .	-18%	-5%
COc1ccc(Cc2nnc(SCC(=O)Nc3cc(Cl)ccc3C)[nH]c2=O)cc1
  -9%[0.505 µM]	-3%	2%
Oc1cc2c(cc1CN1CCN(c3cccc(C(F)(F)F)c3)CC1)CCC2
  4%	-3%	?
CC(Sc1ccccc1)C(=O)N1CCN(S(=O)(=O)c2ccccc2C(F)(F)F)CC1 (stereo not given)
  0%	-8%	3%
CCOC(=O)N1CCN(S(=O)(=O)c2ccc(OCC(=O)OC)c(C)c2)CC1
  9%	-5%	-5%
C=CCNc1nc(C(=O)OCC(=O)Nc2cc(S(C)(=O)=O)ccc2Cl)cs1
  -6%	-2%	-3%
CCC(=O)Nc1nnc(SCC(=O)NCc2ccc3c(c2)OCO3)s1
  1%	-1%	-1%
O=C(CCCCn1c(=O)[nH]c2ccsc2c1=O)N1CCN(c2cccc(Cl)c2)CC1
  9%	.	7%
O=C(c1ccc(-c2ccccc2)cc1)N1CCN(c2nc3ccccc3o2)CC1
  .	18%	14%
COc1cc(/C=N\Nc2nc3ccccc3[nH]2)cc(OC)c1OC
  -8%	-2%	-22%
CN(C)c1ccc(-c2n(C)c3ccccc3[n+]2C)cc1
  6%	-27%	-8%
Cc1nc(SCC(=O)Nc2ccnc3ccccc23)n[nH]1
  4%	-8%	-7%
CCOc1ccc(CCNC(=O)c2ccc(C)c(-n3cnc4cccnc43)c2)cc1
  3%	.	-3%
Cc1cc(-n2cc(Br)c(=O)[nH]c2=O)nc(-c2ccccc2)n1
  -1%	0%	-20%
CCOc1cc2c(cc1OC)C(NC(=O)C(F)(F)F)CC2=O (stereo not given)
  3%	-2%	-11%
CC(=O)C1=C(O)C(=O)N(c2ccc(Br)cc2)C1c1cccc([N+](=O)[O-])c1 (stereo not given)
  4%	-7%	5%
COC(=O)Cc1ccc(NC(=O)c2ccc(C)c(C)c2)cc1
  5%	12%	-5%
CCN1CCc2nc(NC(=O)CC(c3ccccc3)c3ccccc3)sc2C1
  6%	-4%	-17%
CC(C)C[C@@H](CO)N(Cc1ccccc1)S(=O)(=O)N(Cc1ccccc1)[C@@H](CO)CC(C)C
  -2%	.	?
O=C(Cc1ccc(F)cc1)N1CCC(CC2CC(c3cccc(Br)c3)=NO2)(C(=O)NCC2CCCCC2)CC1 (stereo not given)
  .	-12%	-21%
O=C(NCc1ccccc1)C1CCC(CNS(=O)(=O)c2cccs2)CC1 (stereo not given)
  0%	-2%	2%
